Screens (PubChem)
TCR act = activates T cell receptor signaling. primary human leukocytes, anti-CD3, IL-2 HTRF, 48 h. 330,000 tested, under 10 active. Potency, µM (doses to about 9.22 µM), for the others: top-dose activation of IL-2 secretion, actives largely listed as activators; note: % of control where 0% means no effect
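IL-2 produced over 48 hr by a-CD3 bead-stimulated primary human leukocytes exposed to compounds was detected with a homogeneous time-resolved FRET immunoassay, 665nm acceptor signal after 320nm excitation.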
KCNH2 WT inh = KCNH2 (human, wildtype) channel inhibition | activity change, % at 1.84 µM | hit rate 0.37% among 340,000 | U2OS, BacMam KCNH2, thallium flux FluxOr; hits give low values;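 active = maximum activity change below -70%; inconclusive = maximum activity change between -70% and -50%; inactive = maximum activity change above -50%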; note: % is set by controls: 0 for no effect and ±100 for the full control effect
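U2OS cells transduced with wild-type KCNH2 virus are loaded with FluxOr dye for 45 min, and thallium flux is measured in kinetic reads before and after stimulation buffer. Rate constants are normalized to DMSO controls.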
Tb PFK inh = inhibitors of T. brucei phosphofructokinase | O15648 | T. brucei PFK, ADP-Glo luminescence | Potency, µM (doses to about 57.5 µM), for the others: at the top dose activity, negative = inhibition, usual class: inhibitors | hit rate 0.17% among 330,000 | AID 485367;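 note: potency is the fitted concentration of half-maximal effect; 0% = uninhibited 1x PFK enzyme wells and -100% = no-enzyme wells; nearly all actives have a fitted effect of over 60% in size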
Target sequence (O15648 whole entry, looked up): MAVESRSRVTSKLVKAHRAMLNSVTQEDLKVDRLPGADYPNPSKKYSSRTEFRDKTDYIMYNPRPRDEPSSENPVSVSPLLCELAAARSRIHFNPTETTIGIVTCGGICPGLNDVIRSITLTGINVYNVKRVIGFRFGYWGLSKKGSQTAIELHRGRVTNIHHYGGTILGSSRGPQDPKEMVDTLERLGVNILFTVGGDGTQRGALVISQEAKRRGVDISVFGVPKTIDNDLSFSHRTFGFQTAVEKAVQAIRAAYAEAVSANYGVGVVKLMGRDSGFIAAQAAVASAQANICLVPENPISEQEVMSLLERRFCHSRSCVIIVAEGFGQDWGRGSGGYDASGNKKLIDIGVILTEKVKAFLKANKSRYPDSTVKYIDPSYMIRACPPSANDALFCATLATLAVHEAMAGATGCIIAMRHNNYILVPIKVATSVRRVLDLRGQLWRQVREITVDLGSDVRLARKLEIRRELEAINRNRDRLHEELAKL
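PFK 1.25 nM, F6P 0.5 mM, ATP 0.1 mM, 0.1 M TEA pH 8.0, 5 mM MgCl2, 0.01% Tween20, 0.1% BSA; 45 min RT. ADP-Glo readout. qHTS titration up to 57 uM; curves fitted, compounds curve-classed.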
MLL CXXC-DNA inh = inhibitors of human MLL CXXC domain-DNA interaction; MLL-CXXC / FITC-HOXA9 DNA fluorescence polarization; Potency, µM (top dose mostly 115 µM), for the others: top-dose activity change, negative = inhibition, usual class: inhibitors; hit rate 0.037% among 290,000; active = well fitted inhibition curve with a large enough effect in the polarisation, with a control signal flat, not every such curve was filed as active; inconclusive = small, poorly fitted or top-dose-only effect, or effect the other way, or a change in a side signal; inactive = no such curve, though single readings can be large or run the other way; the % refers to the polarisation; note: potency is the fitted concentration of half-maximal effect
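Purified MLL-CXXC (added from a 7 uM solution) was preincubated 5 min at ambient with pinned compounds in 50 mM Tris-HCl pH 7.5, 50 mM NaCl, 1 mM DTT, 0.05% BSA. Fluorescein-labeled HOX-A9 DNA (50 nM solution) followed, 30 min, then polarization read.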
Chronic BCR inh = chronic active BCR signaling inhibition. ABC-DLBCL IkBa-CBG/CBR reporter, luminescence ratio, 4 h. Potency, µM (doses to about 46.1 µM), for inactives: at the top dose ratio change, negative = lower green/red ratio, actives largely listed as inhibitors. hit rate 0.05% among 340,000; active = well fitted inhibition curve with a large enough effect in the signal ratio, with a control signal flat, not every such curve was filed as active; inconclusive = small, poorly fitted or top-dose-only effect, or effect the other way, or a change in a side signal; the % refers to the signal ratio;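 note: potency is the fitted concentration of half-maximal effect; plate controls were basal doxycycline-induced cells for no effect and cells given 10 µM MG132 for full effect; MG132 reads +100%, hits lower the ratio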
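TMD8 human ABC-DLBCL cells with doxycycline-inducible IκBα–green luciferase fusion and unfused red luciferase, in 0.5% FBS medium; compounds up to 46 uM, 4 h at 37C. Green/red luminescence ratio, filter-overlap corrected, fitted to concentration-response curves.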
Giardia kill = kills Giardia lamblia. Giardia lamblia trophozoite viability. hit rate 0.15% among 340,000. activity change, % at 7.66 µM, hits read low; in the data active = activity change below about -80%; inconclusive = between about -30% and that limit;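 note: parasites exposed to compound for two days anaerobically before the ATP read; % is set by controls: 0 for no effect and ±100 for the full control effect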
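Giardia lamblia trophozoites (100 cells/well) were incubated with compounds for 48 h at 37 deg C under anaerobic conditions. Viability was read as ATP content by one-step luminescence after 15-30 min at room temperature.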
A-T KAP1 phos = potential ataxia-telangiectasia treatment | […] A-T fibroblasts, KAP-1 phosphorylation AlphaLISA; neocarzinostatin DNA damage 30 min before lysis | Potency, µM (top dose mostly 57.5 µM), without a hit: at the highest dose activation, most hits filed as activators | hit rate 0.19% among 320,000 | AID 485349; note: potency is the fitted concentration of half-maximal effect; % of control where 0% means no effect; nearly all actives have a fitted effect of over 45% in size
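ATM-like activity read as KAP-1 phosphorylation via AlphaLISA donor/acceptor antibody pairs after lysis and 6 hr at 25C. Cells were ATM-null patient fibroblasts ([…], hTERT), dosed 60 min, then exposed to the DSB inducer NCS for 30 min.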
GALK inh = blocks human galactokinase activity | P51570 | Purified GALK, Kinase-Glo residual ATP luminescence | Potency, µM (top dose mostly 57.5 µM), without a hit: top-dose activity change, negative = inhibition, hits mostly inhibitors | hit rate 0.007% among 270,000 | AID 1868; note: potency is the fitted concentration of half-maximal effect; % is set by controls: 0 for no effect and ±100 for the full control effect
Target sequence (P51570 whole entry, looked up): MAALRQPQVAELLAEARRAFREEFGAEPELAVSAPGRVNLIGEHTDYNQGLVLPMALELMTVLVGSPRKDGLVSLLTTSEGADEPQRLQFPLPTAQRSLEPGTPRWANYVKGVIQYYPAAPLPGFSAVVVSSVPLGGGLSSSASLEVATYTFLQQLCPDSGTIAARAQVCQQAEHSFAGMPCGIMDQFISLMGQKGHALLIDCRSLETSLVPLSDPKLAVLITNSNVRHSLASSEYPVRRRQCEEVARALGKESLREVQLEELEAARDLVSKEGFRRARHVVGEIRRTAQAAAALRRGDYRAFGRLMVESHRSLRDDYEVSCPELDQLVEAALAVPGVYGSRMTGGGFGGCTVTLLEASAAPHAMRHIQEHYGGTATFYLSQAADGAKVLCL
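Galactose (100 uM) and ATP (35 uM) were turned over by 5 nM GALK for 1 h at RT. Kinase-Glo Plus then converted the remaining ATP into a luminescent signal.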
Coupling enz = counter-screen for Giardia aldolase inhibitors: coupling enzyme system; hit rate 0.67% among 290,000; coupling enzyme system counterscreen, AmpLite Red fluorescence; AID 2472; activity change, negative = inhibition, % at 58.2 µM, hits read low; in the data active = activity change below about -30%; note: % is set by controls: 0 for no effect and ±100 for the full control effect
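Compounds tested against the coupling enzymes alone at 57.5 uM final; readout was AmpLite Red fluorescence (525/598 nm) after 20 min at RT.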
TSHR antagonist = human thyrotropin receptor antagonism | AID 504810 | activity change, negative = inhibition, % at 11.5 µM | hit rate 0.2% among 330,000 | TSHR-expressing cells, TSH-stimulated cAMP HTRF, 2 h; hits give low values | P16473;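 active = activity change below a set negative limit, meaning inhibition stronger than a set level, cut at about -70% in these data; inconclusive = activity change between two set negative limits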; note: % is set by controls: 0 for no effect and ±100 for the full control effect
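Antagonism was scored as loss of TSH-driven cAMP in TSHR cells, stimulated with 4nM TSH (EC80) for 2 hours at 37 deg C and detected by homogeneous HTRF competition immunoassay.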
* = called active by the depositor; ? = inconclusive; / = not tested or not shown; [ ] = another dose, or the depositor's remark. Unless noted, calls come from the whole dose curve; as a rule, active = well fitted curve in the direction sought with a large enough effect; inconclusive = small, poorly fitted or top-dose-only effect, or another doubt; inactive = no such curve, though single readings can be large; an effect the other way counts as inactive or inconclusive.

The first 2 compounds as a preview:
SMILES	TCR act	KCNH2 WT inh	Tb PFK inh	MLL CXXC-DNA inh	Chronic BCR inh	Giardia kill	A-T KAP1 phos	GALK inh	Coupling enz	TSHR antagonist
O=C(c1cccc(C(=O)N2CCN(c3ncccn3)CC2)c1)N1CCN(c2ncccn2)CC1	-3%	-4	1%	-1%	3%	-14	-7%	-2%	2	-9
O=C(CNc1ccccc1Cl)c1ccc(Br)cc1	/	4	-2%	-4%	-1%	-5	2%	-3%	2	-6

Results, previewed entries included:
SMILES	TCR act	KCNH2 WT inh	Tb PFK inh	MLL CXXC-DNA inh	Chronic BCR inh	Giardia kill	A-T KAP1 phos	GALK inh	Coupling enz	TSHR antagonist
O=C(c1cccc(C(=O)N2CCN(c3ncccn3)CC2)c1)N1CCN(c2ncccn2)CC1	-3%	-4	1%	-1%	3%	-14	-7%	-2%	2	-9
O=C(CNc1ccccc1Cl)c1ccc(Br)cc1	/	4	-2%	-4%	-1%	-5	2%	-3%	2	-6
CCOC(=O)c1c(C)n(C)c2ccc(OC)c(NS(=O)(=O)CC)c12	3%[46.1 µM]	0	-4%	5%	-1%	-8	8%	-2%	-1	-4
O=c1c2cccnc2[nH]c(=S)n1CCCN1CCN(c2ccc(F)cc2)CC1	-5%	-8	7%	14%	0%	2	0%	1%	1	-5
O=C(NCc1ccccn1)C1CCCCC1	-1%	-4	-3%	8%	-6%	-3	3%	4%	5	16
CCOC(=O)N1CCN(C(c2ccc(C)cc2)c2sc3nc(C)nn3c2O)CC1 (stereo not drawn)	-1%	-12	3%	2%	-3%	25	3%	1%	4	-1
CCN1C(=O)C(O)(CC(=O)/C=C/C=C/c2ccccc2)c2ccccc21 (stereo not drawn)	-7%	43	-2%	0%	?	-4	7%	-4%	-1	-7
O=C(NCC(=O)N1CCCC1)c1cccs1	7%	-7	-7%	3%	1%	1	1%	0%	1	3
C=CCOc1c(Cl)cc(/C=N/O)cc1OC	-4%	-5	6%	-1%	?	0	19%	4%	-6	-15
Cc1cc(C)n(-c2nc(C(F)(F)F)nc3ccccc23)n1	-4%	0	11%	18%	-1%	-2	-1%	0%	0	-6
CC12CCC(C(=O)NCc3ccccc3Cl)(C(Br)C1=O)C2(C)C (stereo not drawn)	0%[46.1 µM]	0	-8%	1%	?	0	6%	3%	-1	29
O=S1(=O)N=C(N(CCO)/N=C/c2ccccc2F)c2ccccc21	-6%	0	2%	1%	0%	-3	-33%	6%	4	-9
O=C(O)COc1ccccc1C1C2C(=O)N(c3ccc(F)cc3)C(=O)C2ON1c1ccccc1 (stereo not drawn)	-3%	0	1%	-1%	-1%	-17	5%	1%	3	0
O=C(NC12CC3CC(CC(C3)C1)C2)N1CCC(O)(c2ccc3c(c2)OCO3)CC1	-2%	8	-1%	2%	1%	19	-2%	-4%	-2	5
Cc1cc(NC(=O)c2noc3c2CCCCC3)nn1Cc1ccc(Cl)cc1	-2%	2	0%	-19%	2%	-15	0%	0%	2	-5
Cc1cc(-c2nnc(CCC(=O)N(CC3CCC3)CC3CCCO3)o2)no1 (stereo not drawn)	4%	-1	2%	1%	0%	-26	2%	5%	2	7
CC(C)n1c(=NC(=O)c2ccco2)c(C#N)cc2c(=O)n3ccccc3cc21	-3%[46.1 µM]	6	9%	-2%	-1%	-3	-2%	-2%	1	-5
CC(=O)N(C)C(c1ccc(N(C)C)cc1)c1nnnn1-c1c(C)cccc1C (stereo not drawn)	-16%[46.1 µM]	-10	3%	-4%	5%	-2	-3%	-3%	3	-1
CC1CCCN(C(=O)CCNS(=O)(=O)c2ccc3c(c2)oc(=O)n3C)C1 (stereo not drawn)	0%	1	-1%	7%	0%	-14	6%	5%	/	-1
Clc1ccc(OCc2nc(-c3ccncc3)no2)cc1	/	-5	-3%	-8%	-2%	10	2%	-2%	-4	20
Cc1cc(C(=O)NCc2cccs2)no1	3%	6	-5%	-13%	2%	-19	/	4%	2	4
CCCCC(c1nnnn1Cc1ccco1)N1CCN(C(=O)c2ccco2)CC1 (stereo not drawn)	-2%	-16	2%	2%	-1%	-10	-2%	-3%	2	-3
CCCCc1ccc(NC(=S)N2CCN(c3ncccn3)CC2)cc1	3%	-2	-2%	2%	1%	22	6%	-2%	0	-13
CN1CCN(S(=O)(=O)Cc2ccc(Cl)cc2)CC1	-5%	-8	3%	-2%	2%	9	6%	/	1	-26
CCOC(=O)c1ccc(Oc2c(C)oc3c(CN4CCN(C)CC4)c(O)ccc3c2=O)cc1	-6%	7	0%	-2%	4%	-28	-2%	0%	2	4
Cc1cccc(-c2nc(CS(=O)CC(=O)NC(C)CCc3ccccc3)c(C)o2)c1 (stereo not drawn)	6%	15	-4%	3%	-21%	-12	12%	1%	5	31
Fc1ccc(C(c2nnnn2Cc2ccco2)N2CCN(C3CCCCC3)CC2)cc1 (stereo not drawn)	5%	56	-2%	7%	1%	-4	-1%	0%	1	-2
CCOc1ccc2nc(NC3=NCN(Cc4ccco4)CN3)nc(C)c2c1	/	/	0%	7%	-1%	/	1%	6%	1	-3
COc1cc2[nH]c(=O)n(CCCCCC(=O)NCCCN3CCC(C)CC3)c(=O)c2cc1OC	5%	12	0%	-7%	-2%	5	-2%	0%	-6	-10
CCSc1nnc(N(CCC(=O)O)CCC(=O)O)s1	-25%	12	3%	1%	-7%	4	3%	7%	3	6
CCc1sc(C(=O)NNC(=O)c2cncc(Br)c2)cc1C	0%	-6	0%	/	-1%	-11	13%	/	/	/
CCOc1ccc(NC(=O)CSc2nc(C3CC3)nc3ccccc23)cc1	1%	-6	-2%	6%	0%	-5	-2%	5%	1	-7
Cn1c(=O)[nH]c(=O)c2c1nc(NC1CCCCC1)n2CCO	0%	-11	0%	-4%	?	-2	-11%	4%	3	-1
CC(C)[C@H](NC(=O)c1ccccc1Cl)C(=O)OCC(=O)NC(=O)NC1CCCC1	-3%	-9	1%	5%	2%	-2	22%	-7%	/	-17
COc1ccc(CCC(=O)NNC(=O)Cn2nc(C)cc2C)cc1	0%	-1	0%	-7%	0%	-8	3%	3%	/	4
COc1cc(C)cc(C(=O)O)c1C1=C(O)c2cccc(O)c2C(=O)C1=O	-3%	-3	0%	-7%	4%	10	-11%	0%	-12	-6
COc1ccc(C(=O)Nn2c(SCC(=O)NC3CCCCC3)nc3ccccc3c2=O)cc1	1%	6	-17%	-14%	?	-12	/	3%	17	14
N/C(Cc1ccc(Cl)cc1)=N\OC(=O)Cc1ccc([N+](=O)[O-])cc1	-9%[46.1 µM]	-9	-5%	7%	4%	61[activator]	1%	0%	-5	-17
Cc1nn(C)cc1CN(C)C(=O)c1cc(COc2ccc(F)cc2F)on1	-3%	9	-2%	-1%	-9%	12	2%[11.5 µM]	-1%	1	-11
O=C(Nc1cccc(NC(=O)c2cccs2)c1)c1ccco1	-1%	-15	9%	3%	?	17	12%	1%	1	-3
Nc1ccccc1OCCOCCOc1ccccc1N	-2%	-8	-10%	-2%	2%	-10	-13%	-1%	1	9
COc1ccc(CCNS(=O)(=O)c2cn(C)nc2C)cc1OC	-13%	5	-1%	4%	1%	-2	1%	-1%	/	0
CC(=O)N(/N=C1/C(=O)Nc2ccccc21)c1ccccc1	-1%	-3	0%	-2%	1%	-3	3%	-2%	-3	-5
C/C=C/CSc1nc2c(c(=O)[nH]c(=O)n2C)n1Cc1ccc(C)cc1	-5%	1	-1%	-1%	2%	-7	-8%	0%	1	9
O=C(NCCS(=O)(=O)N1CCN(c2ccccc2F)CC1)c1ccc2c(c1)OCO2	-1%	11	-3%	/	1%	-8	15%	/	/	3
CC(C)(C)C(=O)Nc1ccccc1C(=O)NCCC(=O)Nc1ccccc1	-1%	-2	5%	/	0%	?	11%	/	/	0
Cc1ccc(C(=O)Nc2cnc3sc(C)nn3c2=O)cc1	3%	-4	20%	3%	-20%	3	-9%	0%	0	5
Cc1cc(C)c2cc(CN(CCO)Cc3nnnn3Cc3ccc(F)cc3)c(=O)[nH]c2c1	6%	5	-12%	-3%	0%	13	7%	-3%	-1	9
O=C(NCc1ccccc1)c1onc(CSc2ccc(Cl)cc2)c1C(=O)NCc1ccccc1	9%	4	-6%	-1%	4%	4	29%	-2%	0	-11
c1cncc(-c2nc(NCc3ccc4c(c3)OCO4)c3ccccc3n2)c1	0%	2	-3%	-24%	?	-19	-5%	6%	-1	-3
O=C1c2ccccc2C(Nc2ccc(-c3nc4ccccc4[nH]3)cc2)N1Cc1ccco1 (stereo not drawn)	9%	-1	3%	28%	-9%	?	9%	-3%	3	0
CN(Cc1ccccc1)c1nc2c(c(=O)[nH]c(=O)n2C)n1CCCSc1ncccn1	2%	1	0%	-1%	-2%	-1	8%	7%	8	-6
CN(C(=O)COc1cc(=O)n(C)c2ccccc12)c1ccc(Cl)cc1	6%	-6	6%	-7%	-2%	-9	3%	4%	2	-1
